# mIAP block – mouse IAP inhibition. inhibition, % at 10 µM. 330,000 compounds, 0.2% hits. purified mouse IAP, CDP-Star luminescence, 30 min;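 active means inhibition of at least 40% at 10 µM in the primary screen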;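 further: plate controls were DMSO with enzyme for no effect and no enzyme wells for full effect; values of inactives mirror those of a sister screen read the other way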
# tim10-1 inh – growth inhibitors of tim10-1 mutant yeast; inhibition, % at 20 µM; S. cerevisiae tim10-1 ts strain growth, BacTiter-Glo, 24 h; 330,000 compounds, 2.2% hits;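 active means inhibition of at least 40%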;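 further: mutant grown at 25 °C; 0% = DMSO wells with yeast and 100% = wells holding no yeast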
# ATG4B inh – blocks human ATG4B protease cleavage of LC3 substrate; AID 504462; Q9Y4P1; 340,000 compounds, 0.51% hits; ATG4B cleavage of LC3-PLA2, NBD-HPC fluorescence, 1 h; inhibition, % at 8.33 µM; in the data active means inhibition above about 40%
# Target sequence (Q9Y4P1 whole entry, looked up): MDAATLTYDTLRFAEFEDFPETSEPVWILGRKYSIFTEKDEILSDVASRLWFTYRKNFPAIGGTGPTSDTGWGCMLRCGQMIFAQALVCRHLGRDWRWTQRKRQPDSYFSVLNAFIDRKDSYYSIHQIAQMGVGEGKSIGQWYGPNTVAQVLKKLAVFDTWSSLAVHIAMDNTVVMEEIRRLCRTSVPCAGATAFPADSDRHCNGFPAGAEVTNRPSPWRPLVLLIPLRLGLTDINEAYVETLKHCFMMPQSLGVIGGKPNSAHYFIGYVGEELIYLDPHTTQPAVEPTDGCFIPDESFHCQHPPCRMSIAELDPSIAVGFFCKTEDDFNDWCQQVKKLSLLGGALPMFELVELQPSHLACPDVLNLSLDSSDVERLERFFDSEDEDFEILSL
# TIM10 inh – TIM10 yeast growth inhibition. S. cerevisiae TIM10 strain growth, BacTiter-Glo luminescence, 24 h. inhibition, % at 10 µM. 330,000 compounds, 1.4% hits. AID 463195;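 active means inhibition of 40% or more at the single tested concentration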;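 further: wild-type TIM10 isogenic control strain grown at permissive 25 °C; 0% = DMSO yeast wells and 100% = minimal medium wells without yeast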
# NLRP3 yeast inh – inhibitors of NALP3 inflammasome in yeast; Yeast reconstituted NLRP3/ASC/caspase-1, beta-gal luminescence, 24 h; AID 2825; inhibition, % at 10 µM; 330,000 compounds, 0.39% hits;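 active means inhibition of 50% or more; inactive means inhibition below 50%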;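 further: plate controls were induced DMSO wells for no effect and uninduced yeast grown without galactose for full effect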
# mIAP act – increases mouse intestinal alkaline phosphatase activity; muIAP, CDP-Star luminescence, 30 min; active compounds read high; 1 = vehicle-only enzyme signal, 0 = enzyme-free wells; activation factor at 10 µM; 330,000 compounds, 0.24% hits;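 active means activation factor of at least 2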; further: the source names both 10 and 20 µM as test concentration; values of inactives mirror those of a sister screen read the other way
#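 Assay system: mouse IAP enzyme; reagent: chemiluminescent substrate CDP-Star; dosing: test compounds delivered from DMSO solution; schedule: 30 min at room temperature; measured by: luminescence from enzymatic CDP-Star hydrolysis; controls: DMSO-only wells and no-enzyme negative control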
# hIAP activ – human IAP activation | P09923 | purified human IAP, CDP-Star luminescence, 30 min; active compounds read high; 1 = vehicle-only enzyme, 0 = enzyme-free background | activation factor at 10 µM | 330,000 compounds, 0.16% hits | AID 2524;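 active means activation factor of the enzyme at least 2-fold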; further: the source names both 10 and 20 µM as test concentration; values of inactives mirror those of a sister screen read the other way
# Target sequence (P09923 whole entry, looked up): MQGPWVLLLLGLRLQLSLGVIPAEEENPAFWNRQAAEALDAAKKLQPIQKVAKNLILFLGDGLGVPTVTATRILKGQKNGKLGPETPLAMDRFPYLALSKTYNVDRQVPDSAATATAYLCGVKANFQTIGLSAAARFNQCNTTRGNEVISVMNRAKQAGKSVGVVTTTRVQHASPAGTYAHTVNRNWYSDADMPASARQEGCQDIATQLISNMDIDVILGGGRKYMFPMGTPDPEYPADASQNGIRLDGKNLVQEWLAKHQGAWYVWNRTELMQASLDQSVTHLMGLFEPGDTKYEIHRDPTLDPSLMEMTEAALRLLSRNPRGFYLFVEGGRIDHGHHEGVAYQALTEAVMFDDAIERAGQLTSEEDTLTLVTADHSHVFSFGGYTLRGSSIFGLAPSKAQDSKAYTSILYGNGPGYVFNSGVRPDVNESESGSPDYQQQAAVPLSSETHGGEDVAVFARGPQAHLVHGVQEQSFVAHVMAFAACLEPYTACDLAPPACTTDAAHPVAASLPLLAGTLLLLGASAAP
# Apaf1 inhib – inhibitors of human Apaf-1 apoptosome | O14727 | reconstituted apoptosome caspase-3 activity, DEVD-Rh110 fluorescence | inhibition, % at 20 µM | 330,000 compounds, 0.71% hits | AID 489030; active means inhibition of at least 40% at 20 µM;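 further: plate controls were DMSO wells for no effect and DEVD-CHO caspase inhibitor wells for full effect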
#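 Material: cell-free apoptosome with Apaf-1, procaspase-3 and caspase-9; Buffer or medium: Hepes pH 7.5 with detergent and BSA; Reagent: cytochrome c trigger plus (Z-DEVD)2-Rh110 caspase-3 substrate; Times: compound with Apaf-1, dATP, procaspase-3 30 min, then 50 min reaction, room temperature; Technique: Rh110 fluorescence intensity.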
# hIAP inh – human IAP inhibition. P09923. purified IAP, CDP-Star luminescence, 30 min. inhibition, % at 10 µM. 330,000 compounds, 0.12% hits;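 active means inhibition reaching a set limit with compound at 10 µM in the primary screen, cut at about 35% in these data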;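 further: plate controls were DMSO wells with enzyme for no effect and no-enzyme buffer wells for full effect; values of inactives mirror those of a sister screen read the other way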
# The depositor's hits bear a star. Compounds were not picked by outcome. About 4.5% of those tested had a hit in this group.
SMILES,mIAP block,tim10-1 inh,ATG4B inh,TIM10 inh,NLRP3 yeast inh,mIAP act,hIAP activ,Apaf1 inhib,hIAP inh
CCCCOC(=O)n1c(=O)oc2cc(S(=O)(=O)N3CCCCC3)ccc21,6.6,40.1*,3.8,43.3*,16.6,0.934,1.04,3.1,-3.8
O=C(CCN1C(=O)/C(=C/c2ccccc2)SC1=S)NC1CCS(=O)(=O)C1 (centres undefined),4.9,25.4,-0.3,1.5,4.3,0.951,1.31,-1.4,-30.9
Cc1c(N=Cc2ccc(O)c(Br)c2)cccc1[N+](=O)[O-],5.6,18.6,2.0,-4.3,0.8,0.944,0.94,2.1,6.0
O=C(c1ccc2c3c(cccc13)CC2)C1CCCN(Cc2ccccn2)C1 (centres undefined),13.7,-32.2,-3.5,-19.8,14.8,0.863,1.02,1.2,-2.1
Cc1ccc(COc2ccsc2C(=O)NNC(N)=S)cc1,2.1,7.7,0.7,4.5,29.6,0.979,1.46,2.4,-46.3
COc1ccc(N(C(=O)c2ccc(Cl)cc2)C2=CC3CCC(C2)N3C)cc1 (centres undefined),4.8,5.6,0.0,3.4,20.1,0.952,1.01,4.6,-0.9
Cc1cccc(-c2nnc(SCC(=O)N3CCOCC3)o2)c1,-4.3,-5.1,-4.0,6.0,14.1,1.04,0.865,-3.7,13.5
CN(C)/N=C/c1ccc(Sc2ccccc2[N+](=O)[O-])o1,11.7,37.8,11.9,25.4,25.9,0.883,0.84,0.9,16.0
Cc1ccc(S(=O)(=O)N(CC(=O)NCc2ccccc2Cl)C(=O)N2CCN(C)CC2)cc1,11.4,-1.1,-4.9,-4.1,1.3,0.886,0.974,-3.8,2.6
COC(=O)CCN(C(=O)c1ccc(N2CCCCC2)c([N+](=O)[O-])c1)c1ccccn1,-5.5,28.1,-10.0,12.3,29.3,1.05,1,2.4,0.0
COc1ccc(CCNC2CC(=O)N(CCc3ccc(OC)c(OC)c3)C2=O)cc1 (centres undefined),5.9,6.0,10.6,2.8,16.3,0.941,1.03,0.1,-3.3
O=[n+]1cc(-c2cc3ccccc3o2)n([O-])c2c1CCCC2,6.9,16.8,7.8,-10.5,12.8,0.931,0.935,1.1,6.5
COc1cccc(-c2ccc3ncnc(N(C)Cc4ccco4)c3c2)c1,2.6,21.0,-16.5,11.2,21.2,0.974,1.04,8.3,-3.7
OC(CNCC1CCCO1)Cn1c2ccc(Cl)cc2c2cc(Cl)ccc21 (centres undefined),2.0,43.1*,-10.7,-23.9,37.3,0.98,1.1,43.3*,-10.0
Cn1nc(C(=O)NCc2ccccc2)c2c1-c1ccccc1S(=O)(=O)C2,-0.2,16.3,-0.2,7.2,-7.8,1,1.22,4.1,-22.2
CN(C)S(=O)(=O)c1cc(S(=O)(=O)N(C)C)c(Cl)cc1N,-15.8,14.5,-0.6,0.9,0.5,1.16,1.05,-3.1,-5.1
CCOc1ccccc1NC(=O)CCc1nnc2ccc(NCc3ccco3)nn12,1.9,-2.2,1.9,1.6,3.9,0.981,0.665,6.7,33.5
NC(N)=N/N=C/c1ccc(OCc2ccc(Cl)cc2Cl)cc1,0.5,17.9,13.8,-29.9,32.5,0.995,1.21,65.5*,-20.7
O/N=C\c1ccc(-c2ccccc2)o1,7.8,15.0,1.5,8.6,37.4,0.922,0.977,3.5,2.3
O=C1C2C3C=CC(CC3)C2C(=O)N1c1ccccc1[N+](=O)[O-] (centres undefined),-10.5,21.9,4.2,4.6,2.0,1.1,1.06,4.5,-5.9
CSc1ccc(/C=N/N2CCN(Cc3ccccc3)CC2)cc1,-6.2,-9.0,16.2,-38.3,22.6,1.06,1.23,12.5,-23.3
Cc1cc(/C=N\O)c(C)n1-c1ccncc1,-10.1,5.4,-1.7,-13.3,1.6,1.1,0.967,4.7,3.3
COc1ccccc1/C=N/NC(=O)c1ccc(CN2C(=O)c3cccc4cccc2c34)cc1,7.3,11.4,-0.6,3.6,1.3,0.927,1.05,0.5,-5.1
Cn1c(SCC(=O)Nc2nccs2)nnc1C12CC3CC(CC(C3)C1)C2,-4.9,16.6,-7.4,2.6,12.6,1.05,1.05,-14.6,-5.1
COc1cccc(NC(=O)NNS(=O)(=O)c2ccc(OC)cc2OC)c1,-1.6,-17.8,-4.2,6.0,-8.6,1.02,1.25,4.7,-24.8
Cc1c(C(=O)N2CCCC2)c(S(=O)(=O)Nc2ccccc2Cl)c(C)n1C,0.2,7.4,0.4,-1.1,6.6,0.998,1.1,-9.5,-9.7
NC(=O)C1CCN(c2oc(-c3ccc(F)cc3)nc2S(=O)(=O)c2ccccc2)CC1,-0.6,10.5,2.4,4.1,13.9,1.01,0.785,-3.1,21.5
CN(C)CCN=Cc1c(O)n(Cc2ccccc2)c(=O)c2ccccc12,-1.9,24.4,-15.7,-5.9,10.0,1.02,1.21,4.7,-21.1
Cc1cc[n+](CC[n+]2ccc(C)cc2)cc1,-4.2,-28.1,-1.2,-6.8,0.2,1.04,1.03,19.0,-2.7
CCOC(=O)Cc1csc(NC(=O)NC2(C(F)(F)F)Oc3ccc(Cl)cc3O2)n1 (centres undefined),-1.6,6.1,1.7,8.1,1.9,1.02,1.16,-3.9,-15.5
NS(=O)(=O)c1ccc(NC(=O)COc2ccc(Cl)cc2)cc1,-4.4,13.9,-11.5,-23.1,-8.3,1.04,1.03,10.1,-3.3
COc1ccc2cc3c(N)nn(C(=O)c4cccc(F)c4)c3nc2c1,8.8,7.6,-1.2,-6.2,-9.6,0.912,0.899,-17.6,10.1
CCc1cccc2c(C(=O)C(F)(F)F)cn(CC(=O)N3CCOCC3)c12,3.8,7.4,-7.3,5.9,-5.8,0.962,1.1,8.5,-9.9
O=[N+]([O-])c1cccc(-c2nnc(SCc3cccnc3)o2)c1,3.9,9.7,-7.8,-14.5,19.2,0.961,1.03,5.1,-3.3
Cc1ccc(S(=O)(=O)N2CC(=O)NC(=O)C2)cc1,-7.6,12.0,4.0,-14.8,9.9,1.08,1.11,3.6,-11.2
N#C/C(=N\Nc1ccc(Br)cc1)C(=N)N1CCOCC1,9.5,1.7,-0.5,6.2,11.3,0.905,0.777,2.3,22.3
O=C(CCS(=O)(=O)c1cccc2nsnc12)NC1CCCCC1,2.8,15.1,-3.2,-3.4,16.9,0.972,1.16,4.2,-15.5
Cc1sc2ncn(/N=C/c3ccco3)c(=O)c2c1C,6.3,10.5,19.6,-2.0,17.0,0.937,0.814,-2.1,18.6
Cc1ccc(S(=O)(=O)N2CCOCC2)cc1NC(=O)CSc1cccc[n+]1[O-],-4.8,13.4,-2.4,7.1,3.9,1.05,1.05,2.7,-4.7
O=C(CSc1ccc(-c2cccnc2)nn1)Nc1ccccc1F,-0.7,6.7,0.9,13.6,3.0,1.01,0.975,-0.6,2.5
COc1ccc(CCNC(=O)c2ccccc2)cc1,-5.7,9.1,-3.1,-4.1,19.8,1.06,1.2,11.5,-20.3
CCn1c(=O)c2c(n3c(=S)[nH]nc13)-c1ccccc1CC21CCCCC1,-4.1,22.4,-5.4,-3.8,-3.7,1.04,0.891,10.9,10.9
N/C(=N\O)c1ccc([N+](=O)[O-])s1,-4.0,0.3,0.2,10.5,-0.7,1.04,0.899,-14.0,10.1
Cc1ccc2nc(Nc3ccc(F)cc3)c3nncn3c2c1,5.7,1.4,-0.1,28.5,21.0,0.943,1.03,9.8,-2.7
COC(=O)c1cccc(NC(=S)NCc2ccc(F)cc2)c1,-48.2,35.6,41.8*,24.9,2.9,1.48,0.974,6.7,2.6
COc1ccc(CCNC(=O)CCS(=O)(=O)c2cccc3nsnc23)cc1OC,-2.0,25.2,-4.0,-1.1,-15.9,1.02,1.16,4.9,-16.0
Cc1nnc(NC(=O)c2cccc(S(=O)(=O)N3CC(c4ccccc4)CC3=O)c2)s1 (centres undefined),1.2,23.8,-2.9,14.1,-7.8,0.988,0.813,10.5,18.7
COc1ccc(O)c(/C=N/Nc2nc(C)cc(-c3ccccc3)n2)c1,12.5,43.3*,-6.5,41.9*,24.1,0.875,0.899,-9.8,10.1
O=C1CC(N2CCC(c3nc4ccccc4o3)CC2)C(=O)N1 (centres undefined),-13.1,1.7,-4.7,4.3,11.3,1.13,0.929,-1.2,7.1
CCOC(=O)C1CCN(C(=O)/C=C/c2cccs2)CC1,-3.1,8.5,-6.3,-2.0,6.4,1.03,0.958,5.5,4.2
CN1CCN(C(=S)NC(=O)c2ccc(Br)cc2)CC1,-4.2,-15.1,-2.7,-4.2,33.3,1.04,1.1,18.9,-10.4
Cc1c(Cl)cccc1-n1cnc(=O)c2ccccc21,5.2,12.4,7.4,13.7,16.0,0.948,1.02,12.7,-1.8
CCCNC(=S)N1CCC(NC(=O)Nc2ccc(C)cc2)CC1,-30.3,-6.6,2.1,-4.4,10.3,1.3,1.05,4.1,-5.4
Cc1cccc(Nc2nc(NC(C)C)nc(Oc3ccc(=O)n(C)n3)n2)c1,-2.0,17.7,2.5,8.6,5.9,1.02,0.768,6.8,23.2
O=C(NCc1ccccc1)c1ccc2nc(N3CCOCC3)sc2c1,-11.1,-16.2,-10.5,-31.7,-9.1,1.11,1.05,-9.5,-5.4
Cc1nnc(SCCn2c(N3CCCC(C)C3)nc3c2c(=O)[nH]c(=O)n3C)s1 (centres undefined),-7.2,0.9,-1.9,10.2,16.1,1.07,1.09,3.8,-9.3
CSC1=NC(=O)/C(=C\c2cccc3ccccc23)S1,17.1,11.7,-2.8,41.5*,0.3,0.829,0.849,4.9,15.1
CCC1CC(C)(C(=O)Nc2ccc(S(N)(=O)=O)cc2)OC1=O (centres undefined),-5.9,-4.4,-2.9,-3.0,-5.8,1.06,1.03,-3.7,-2.9
CN(C(=O)COc1ccc(Cl)cc1Br)C1CCCCC1,-3.4,33.8,3.3,3.4,24.7,1.03,0.938,22.6,6.2
Cc1ccc(NC(=O)c2ccc(=O)[nH]c2)cc1S(=O)(=O)N1CCCCC1,1.2,-1.5,-11.8,-3.0,-16.0,0.988,1.26,-6.1,-26.4

# Some of the entries so far, field by field.
Cc1ccc2nc(Nc3ccc(F)cc3)c3nncn3c2c1
  mIAP block: 5.7
  tim10-1 inh: 1.4
  ATG4B inh: -0.1
  TIM10 inh: 28.5
  NLRP3 yeast inh: 21.0
  mIAP act: 0.943
  hIAP activ: 1.03
  Apaf1 inhib: 9.8
  hIAP inh: -2.7
COC(=O)c1cccc(NC(=S)NCc2ccc(F)cc2)c1
  mIAP block: -48.2
  tim10-1 inh: 35.6
  ATG4B inh: 41.8*
  TIM10 inh: 24.9
  NLRP3 yeast inh: 2.9
  mIAP act: 1.48
  hIAP activ: 0.974
  Apaf1 inhib: 6.7
  hIAP inh: 2.6

# The list goes on:
SMILES,mIAP block,tim10-1 inh,ATG4B inh,TIM10 inh,NLRP3 yeast inh,mIAP act,hIAP activ,Apaf1 inhib,hIAP inh
Cc1cc(C2C(C#N)=C(N)OC3=C2C(=O)CCC3)c(C)s1 (centres undefined),-1.9,15.1,2.0,1.7,13.6,1.02,0.784,-2.6,21.6
CCc1cc(=O)oc2c(C)c(OC(C)C(=O)NCC3CCC(C(=O)O)CC3)ccc12 (centres undefined),-0.7,-3.4,1.9,3.4,0.8,1.01,0.942,1.0,5.8
Cc1nc2ccc(C(=O)N/N=C/c3cc([N+](=O)[O-])ccc3O)cc2[nH]1,32.3,1.6,11.0,-10.2,-12.7,0.677,1.26,-12.3,-26.5
Cc1ccc(-n2nc3c(=O)n(CCCC(=O)NCc4cccc(F)c4)nc(C)c3c2C)cc1,-0.5,4.7,16.4,8.5,6.3,1,0.998,1.0,0.2

# Bioassay records: PubChem BioAssay, Sanford-Burnham Center for Chemical Genomics
